# Assay outcomes from PubChem.
# mcGAS lum: mouse cGAS inhibition by luminescence; recombinant cGAS, Kinase-Glo ATP depletion luminescence; inhibition, % at 12.5 µM; 0.15% of 160,000 active;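 note: 0% = negative control wells and 100% = reference inhibitor with no enzyme activity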
# NPYLR7 ag: activates Aedes aegypti NPYLR7 receptor | HEK293T NPYLR7/Galpha15, GCaMP6s calcium fluorescence | AID 1259423 | 0.15% of 270,000 active | activation, % at 10 µM; in the data active = activation above about 40%;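 note: 0% = vehicle and 100% = reference agonist at the receptor; some compounds past the cut are filed as inactive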
# hcGAS inh: human cGAS inhibition; Q8N884; recombinant h-cGAS, ATP depletion, Kinase-Glo luminescence; inhibition, % at 12.5 µM; 0.081% of 290,000 active; AID 1259398;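 note: 0% = vehicle reaction and 100% = reaction without DNA for no activity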
# Target sequence (Q8N884 whole entry, looked up): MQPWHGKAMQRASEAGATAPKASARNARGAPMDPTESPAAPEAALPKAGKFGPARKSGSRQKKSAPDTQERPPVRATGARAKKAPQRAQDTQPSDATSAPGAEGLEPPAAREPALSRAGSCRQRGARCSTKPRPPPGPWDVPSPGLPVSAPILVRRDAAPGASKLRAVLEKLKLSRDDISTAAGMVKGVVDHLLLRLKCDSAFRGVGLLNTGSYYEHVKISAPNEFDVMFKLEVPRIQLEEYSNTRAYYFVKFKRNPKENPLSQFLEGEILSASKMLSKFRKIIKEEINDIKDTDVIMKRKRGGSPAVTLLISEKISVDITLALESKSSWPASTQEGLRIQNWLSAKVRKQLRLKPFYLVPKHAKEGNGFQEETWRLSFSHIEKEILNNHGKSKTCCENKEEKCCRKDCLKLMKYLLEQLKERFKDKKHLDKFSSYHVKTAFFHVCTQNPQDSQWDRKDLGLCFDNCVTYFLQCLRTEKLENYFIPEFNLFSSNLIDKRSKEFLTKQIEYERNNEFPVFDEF
# Numbers without * were called inactive; · = no result given; & = joins results of further samples. Cut-off read from the data, not from the text of the source, unless noted: active = inhibition above about 40%; inactive = the rest.
No.	mol	hcGAS inh	mcGAS lum	NPYLR7 ag
1	Cc1ccccc1CC(C)(C)NC(=O)CCOc1cccc(C(N)=O)c1	-3.9	-13.7	2.5
2	CSC1=N/C(=C\c2ccc(C)o2)C(=O)S1	-2.6	-1.3	3.2
3	COc1ccccc1Nc1nc(-c2cnc(N3CCCC3)nc2C)cc(=O)[nH]1	-6.6	·	0.4
4	COc1c(F)cc(-c2cccc3c2OC(CN)C3)cc1F (centres undefined)	-6.4	·	-4.9
5	CCCCN(Cc1cccn1Cc1cccc(C)c1)C(=O)CN(C(=O)COc1ccc(Cl)cc1)C(C)CC (centres undefined)	-3.5	-4.1	·
6	COCCNc1ncnc2c1nnn2C	-9.8	·	14.1
7	COCC(=O)N1CCN(c2cc(C)ccc2F)C(=O)C1C (centres undefined)	0.4	-1.2	-14.5
8	Cc1ccc(C(C2Sc3nc(-c4ccco4)nn3C2=O)N2CCCC2)cc1 (centres undefined)	-1.5	-4.0	2.8
9	COCCN(Cc1ccncc1Cl)C(C)(C)CO	-8.1	·	9.7
10	O=C(C1C[C@H]1c1ccccc1)N1CCN(CC(OCc2ccc(C(F)(F)F)cc2)c2ccc(Cl)cc2)CC1 (some centres undefined)	-9.1	-6.3	6.1

# (continued)
No.	mol	hcGAS inh	mcGAS lum	NPYLR7 ag
11	CNc1nc(C)c(C(=O)N(C)C(C)Cc2ncccc2C)s1 (centres undefined)	-0.2	-2.5	-7.2
12	COc1ccc(-c2cc(NCCc3ccc(Cl)cc3)n3ncnc3n2)cc1	5.7	2.0	6.7
13	COc1ccc(-c2nc3ccccn3c2NC(=O)CC(C)(C)C)cc1	-1.8	-0.8	-3.2
14	CCOC(=O)N1CCC(N2C(=O)CCC2CCNCc2ccc(C(=O)OC)cc2)CC1 (centres undefined)	-5.9	-11.9	23.0
15	O=c1c(N=Nc2cccc(O)c2)c(-c2ccc([N+](=O)[O-])cc2)[nH]n1-c1ccccc1	0.8	·	-4.3
16	Cc1ccc(S(=O)(=O)N(C)CC(O)COc2c(C)cc(C)cc2C)cc1 (centres undefined)	-2.2	-0.2	-4.6
17	CSc1ncccc1C(=O)N1CCN(CC(OCc2ccc(C#N)cc2)c2cccc(N3CCCC3)c2)CC1 (centres undefined)	-3.0	-6.0	·
18	CCCc1[nH]n(-c2cccc(Cl)c2)c(=O)c1C1=C([n+]2cccc(C)c2)C(=O)N(Cc2ccccc2)C1=O	-14.1	-12.2	-7.0
19	Cc1cnn(CC2CCN(C(=O)c3cn[nH]n3)CC2)c1	-4.4	-12.1	3.4
20	O=C(c1ccc(F)cc1)N(Cc1ccc2c(c1)OCO2)Cc1cc(Cl)ccc1OCc1nc(CO)cs1	-6.1	-6.3	17.3

# Further records follow:
No.	mol	hcGAS inh	mcGAS lum	NPYLR7 ag
21	CCOC(=O)c1ccc(NC(=O)CSc2nc(=O)n(CCN3CCOCC3)c3c2CCC3)cc1	-4.9	-6.6	-2.3
22	CC(C)(C)c1cc(NC(=O)CN(Cc2ccccc2)C(=O)c2ccccc2F)n(-c2ccccc2Cl)n1	-1.4	-3.1	2.8
23	CC(C)c1ccccc1SCc1csc(-c2ccc(Cl)cc2)n1	-8.7	-8.6	5.1
24	CCN(CC)C(=O)Oc1ccc2c(ccn2Cc2cccc(C)c2)c1NC(=O)CCC(=O)OC	-8.0	-6.5	-3.3
25	CCCc1ccc(S(=O)(=O)Nc2ccccc2Cn2cncn2)cc1	-5.7	·	2.6
26	CC(C)C(NC(N)=O)C(=O)Nc1cc(F)cc(F)c1 (centres undefined)	-6.0	·	-1.5
27	Cc1nc2n(n1)C(=O)C(C(c1cccs1)N1CCOCC1)S2 (centres undefined)	-2.5	-5.8	6.2
28	COc1cccc(-n2c(-c3ccc(Cl)cc3)cc(C(=O)NC(C)CCc3ccccc3)c2C)c1 (centres undefined)	-8.7	-5.1	-1.6
29	O=C(NCc1ccccc1Sc1ccccc1CO)c1cc2c(nc1Cl)CCC2	-5.2	-3.8	-7.8
30	CCCCS(=O)(=O)NCCOc1ccc(C)cc1	-4.3	·	9.4

# Other entries follow:
No.	mol	hcGAS inh	mcGAS lum	NPYLR7 ag
31	Cc1ccc(-c2nn(-c3ccccc3)cc2N)cc1	-6.6	-7.6	-3.8
32	Cc1ccc2c(c1)C1(CC(=O)N(Cc3ccccc3)C1=O)C(=O)N2CCCn1c(=O)c2c(ncn2C)n(C)c1=O (centres undefined)	-2.8	-2.3	42.2
33	O=C(CCN(CCc1ccccc1)c1nc(-c2ccco2)nc2ccccc12)Nc1ccc(F)cc1	2.0	0.2	-7.6
34	Cc1ccc(-n2ncc3c(NCCO)nc(N4CCCC4)nc32)cc1	-1.5	0.6	-0.6
35	COc1ccc(C2=NN(C(=O)CN3CCN(C(C)=O)CC3)C(c3ccccc3OC)C2)cc1OC (centres undefined)	-4.2	-4.6	11.2
36	Cc1cc(C)nc(SCc2cc(=O)c(OC(=O)c3cccc([N+](=O)[O-])c3)co2)n1	-4.7	-5.9	-13.1
37	COc1ccc(C2CC(c3cccc(F)c3)=NN2C(=O)CN2CCOCC2)cc1 (centres undefined)	-8.1	-5.8	22.8
38	CC(C)(CCl)C(=O)Nc1cccc(C2SCC(=O)N2c2ccc(C(F)(F)F)cc2)c1 (centres undefined)	-3.1	-5.6	10.0
39	CC(=O)C(C(C)=O)=C1SCC(C)S1 (centres undefined)	-3.7	·	11.5
40	CS(=O)(=O)c1cccc(OCCn2ccc(=O)c3ccccc32)c1	-5.5	·	5.0

# New compounds follow.
No.	mol	hcGAS inh	mcGAS lum	NPYLR7 ag
41	CC(=O)NC1=NN(C(C)=O)C2(S1)C(=O)N(CCC(C)C)c1ccccc12 (centres undefined)	-4.2	-1.8	0.6
42	CC(=O)c1ccc(NS(=O)(=O)c2ccc(Br)cc2Cl)cc1	-2.7	-6.2	0.4
43	CCN(CC)Cc1cc(NC(=O)C2(C)CCc3c(C)c(O)c(C)c(C)c3O2)ccc1O (centres undefined)	-5.3	·	-7.2
44	O=C(CNC(=O)c1ccccc1Br)NCCN1C(=O)SC(=Cc2ccccc2)C1=O	-3.6	·	2.6
45	CC(C)N1CCC(CNC(=O)C(C)(C)C)CC1	-3.2	·	-7.4
46	O=C(CSc1nc(=O)n2ccccc2n1)NCCc1ccccc1	-9.1	-7.6	3.2
47	COc1cc(OC)cc(C(=O)N(CC(=O)N2CCc3sccc3C2c2ccccc2C)CC2CCCO2)c1 (centres undefined)	-0.9	-2.0	1.5
48	CC(=O)c1sc(=Nc2ccccc2)n(N2CCOCC2)c1C	-2.6	-4.9	-4.4
49	Cn1c(=O)[nH]c(=O)c2c1nc(N1CCN(c3ccccc3F)CC1)n2CCCSc1ncccn1	-1.4	·	-4.2
50	O=C(Nc1ccc(-n2nc(OCc3ccc(F)cc3)nc2-c2cccc(C(F)(F)F)c2)cc1)c1ccc([N+](=O)[O-])cc1	-4.2	-6.2	5.0

# Next results:
No.	mol	hcGAS inh	mcGAS lum	NPYLR7 ag
51	COc1ccc(C(=O)C(C#N)c2nc(C)cs2)cc1S(=O)(=O)NC1CC1 (centres undefined)	2.6	·	-5.2
52	CN(C)CCN1CCN(c2nc(-c3cccs3)c3c(N)n(-c4cccc(F)c4)nc3n2)CC1	-5.7	-5.6	·
53	NC(=O)c1ccc(OCc2cc3c(cc2Br)OCCO3)cc1	-7.4	-5.4	0.6
54	CCNc1nc(NCC)n2c(SCC(=O)Nc3c(F)c(F)c(F)c(F)c3F)nnc2n1	-5.4	·	4.8
55	COC[C@H]1C[C@H]2C[C@@H](OC)[C@H](N3CCC(c4ccccc4)CC3)[C@]2(O)CO1	5.2	-7.7	2.4
56	O=C(Nc1c[nH]c2ccccc12)N1CCN(c2ccccc2)CC1	-11.1	-9.7	1.8
57	CCOC(=O)C1CCCN(c2nc(-c3ccc(OC)cc3)c3c(N)n(C)nc3n2)C1 (centres undefined)	-4.2	·	3.9
58	O=C(NCc1cccc(C(F)(F)F)c1)c1csc(CSc2nnc(-c3ccco3)n2-c2ccc(Cl)cc2Cl)n1	-10.5	-2.9	1.7
59	CC(C)c1nccn1CC1CCN(C(=O)C2(c3ccccc3)CCOCC2)CC1	-5.8	·	0.5
60	CC(Cn1cncn1)NC(=O)c1cn(Cc2ccccc2C(F)(F)F)nn1 (centres undefined)	-6.7	-10.2	4.9

# (further entries)
No.	mol	hcGAS inh	mcGAS lum	NPYLR7 ag
61	O=C1CC2(CCN(C(=O)c3cccc(Cl)c3)CC2)CN1	-1.8	·	3.3
62	CCCS(=O)(=O)N1CCN(C2CCCC(C)C2)CC1 (centres undefined)	-7.5	·	12.6
63	CN(C)CCNC(=O)c1coc(CN(CCc2c[nH]c3ccccc23)Cc2ccc(F)cc2F)n1	-3.3	-5.2	17.9
64	CCN(CCN(C)C)C1CCC(c2ccccc2)CC1 (centres undefined)	-6.4	-3.0	2.6
65	CC1(C)NC(=O)N(CCCCSc2ccc(Cl)cc2)C1=O	-0.3	·	-4.1
66	COc1ccc2sc(N(CC3CCCO3)C(=O)c3cc(C)nn3C)nc2c1 (centres undefined)	-4.5	·	8.9
67	Cc1nc2ccccn2c1C(=O)N1CCCC(Cn2cc(C3CC3)nn2)C1 (centres undefined)	-0.6	3.5	7.0
68	CCC(CC)(CCC#N)CNC(C)(C)CN1CCCC1	-11.3	·	3.4
69	O=C(Nc1ccc(Cl)cc1)Nc1nnc(-c2ccco2)s1	3.4	-1.6	-13.7
70	CC(C)Cc1noc(C2CCCN(Cc3cn[nH]c3-c3ccc(F)cc3)C2)n1 (centres undefined)	-5.9	·	-1.0

# (list continues)
No.	mol	hcGAS inh	mcGAS lum	NPYLR7 ag
71	COc1ccc(NC(=O)c2cc(Cl)ccc2F)cc1S(=O)(=O)N(C)C	-9.6	-15.7	15.0
72	O=S(=O)(c1ccc(Br)cc1)N1CCCC(c2nc(-c3cccs3)no2)C1 (centres undefined)	-2.0	-3.9	-2.8
73	Cn1c(-c2cccs2)nn(CCNS(=O)(=O)/C=C/c2ccccc2)c1=O	3.8	·	9.9
74	COc1cccc(C(CN2CCN(C(=O)c3cccnc3Cl)CC2)OCc2ccc(C#N)cc2)c1 (centres undefined)	-5.2	-6.9	-3.0
75	Cc1cc(C)n(-c2ccc(N3CCN(C(=O)c4ccccc4Cl)CC3)nn2)n1	1.4	-0.2	-2.4
76	Cc1cc(Oc2cc(N(C)Cc3ccccc3)ncn2)ccc1Cl	-0.2	-2.7	-19.3
77	COc1ccc(-c2nc(N3CCc4ccccc4C3)[nH]c(=O)c2C#N)cc1	0.0	·	-4.3
78	O=C1C=C(N2CCCCC2)C2(CCCCC2)O1	1.1	0.3	-2.4
79	CCCCn1c(O)c(C=Nc2ccccc2C(=O)O)c(C)c(C#N)c1=O	4.2	·	2.5
80	COCCN(CC(=O)N(CCc1c[nH]c2ccccc12)Cc1ccc(OC)c(OC)c1)C(=O)Nc1ccc([N+](=O)[O-])cc1	-6.6	-3.2	-5.2

# 17 successive compounds out of the list so far, quoted:
No.	mol	hcGAS inh	mcGAS lum	NPYLR7 ag
64	CCN(CCN(C)C)C1CCC(c2ccccc2)CC1 (centres undefined)	-6.4	-3.0	2.6
65	CC1(C)NC(=O)N(CCCCSc2ccc(Cl)cc2)C1=O	-0.3	·	-4.1
66	COc1ccc2sc(N(CC3CCCO3)C(=O)c3cc(C)nn3C)nc2c1 (centres undefined)	-4.5	·	8.9
67	Cc1nc2ccccn2c1C(=O)N1CCCC(Cn2cc(C3CC3)nn2)C1 (centres undefined)	-0.6	3.5	7.0
68	CCC(CC)(CCC#N)CNC(C)(C)CN1CCCC1	-11.3	·	3.4
69	O=C(Nc1ccc(Cl)cc1)Nc1nnc(-c2ccco2)s1	3.4	-1.6	-13.7
70	CC(C)Cc1noc(C2CCCN(Cc3cn[nH]c3-c3ccc(F)cc3)C2)n1 (centres undefined)	-5.9	·	-1.0
71	COc1ccc(NC(=O)c2cc(Cl)ccc2F)cc1S(=O)(=O)N(C)C	-9.6	-15.7	15.0
72	O=S(=O)(c1ccc(Br)cc1)N1CCCC(c2nc(-c3cccs3)no2)C1 (centres undefined)	-2.0	-3.9	-2.8
73	Cn1c(-c2cccs2)nn(CCNS(=O)(=O)/C=C/c2ccccc2)c1=O	3.8	·	9.9
74	COc1cccc(C(CN2CCN(C(=O)c3cccnc3Cl)CC2)OCc2ccc(C#N)cc2)c1 (centres undefined)	-5.2	-6.9	-3.0
75	Cc1cc(C)n(-c2ccc(N3CCN(C(=O)c4ccccc4Cl)CC3)nn2)n1	1.4	-0.2	-2.4
76	Cc1cc(Oc2cc(N(C)Cc3ccccc3)ncn2)ccc1Cl	-0.2	-2.7	-19.3
77	COc1ccc(-c2nc(N3CCc4ccccc4C3)[nH]c(=O)c2C#N)cc1	0.0	·	-4.3
78	O=C1C=C(N2CCCCC2)C2(CCCCC2)O1	1.1	0.3	-2.4
79	CCCCn1c(O)c(C=Nc2ccccc2C(=O)O)c(C)c(C#N)c1=O	4.2	·	2.5
80	COCCN(CC(=O)N(CCc1c[nH]c2ccccc12)Cc1ccc(OC)c(OC)c1)C(=O)Nc1ccc([N+](=O)[O-])cc1	-6.6	-3.2	-5.2

# (cont.)
No.	mol	hcGAS inh	mcGAS lum	NPYLR7 ag
81	COc1cc(C(=O)N[C@H](C(=O)Nc2nccs2)C(C)C)cc(OC)c1OC	-5.5	·	1.4
82	O=C1CCC(C(=O)N2CCC(Cc3ccc(F)cc3)CC2)CN1Cc1ccccn1 (centres undefined)	-8.1&-3.8	·	5.5&-0.1
83	Cc1ccc(Cc2nsc(N(CCC(=O)NCCCN3CCCCC3C)Cc3ccco3)n2)cc1 (centres undefined)	-0.9	-4.5	4.3
84	Cc1ccccc1-n1c(SCc2nc(C(=O)NCCC(c3ccccc3)c3ccccc3)cs2)nnc1-c1ccncc1	-17.1	-5.5	-10.3
85	COc1ccccc1C1CC1C(=O)Nc1ccc(-c2nnc(C)o2)cc1 (centres undefined)	-7.4	·	7.8
86	Cc1cccc(OCCN=C2NS(=O)(=O)c3ccccc32)c1	1.3	·	0.0
87	CN(C)CCN(C(=O)CCS(=O)(=O)c1ccc(Cl)cc1)c1nc2ccccc2s1	-2.4	-0.6	-3.6
